# IP6K1 inh: Primary qHTS assay for small molecule inhibitors of Inositol hexaphosphate kinase 1 (IP6K1); IP6K1 kinase, ADP-Glo luminescence, 2 h; stronger effect = lower value; Inositol hexakisphosphate kinase 1 (Homo sapiens), Q92551; activity change, % (series mostly up to about 58 µM); hit rate 0.81% among 140,000; in the data active = activity change below about -25%
#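 ADP-Glo luminescence measures ADP made by human IP6K1 during a 2 h RT reaction with ATP/IP6 (mix at 1.3 mM/130 uM); top library doses 57.5 and 19.1 uM final.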
# 3T3 cytotox: Cytotoxic Profiling in NIH 3T3 Cell Line of Diverse Libraries Using Quantitative High-Throughput Screening; Potency, µM (series often up to 96.7 µM), inactives show at the top dose activity change, negative = cytotoxicity, hits mostly inhibitors; NIH 3T3 viability, CellTiter-Glo ATP luminescence, 48-72 h; hit rate 4.3% among 94,000; AID 1345082, 2018; note: potency is the fitted concentration of half-maximal effect; nearly all actives have a fitted effect of over 55% in size
#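 First NIH 3T3 cells are plated at 400 cells/well; next compound is pinned in; then plates incubate 48 or 72 hr at 37 °C; finally CellTiter-Glo is added and luminescence read after 10 min.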
# HEK293 viab: GF-AFC viability counterscreen for inhibitors of alpha-synuclein gene (SNCA) expression. HEK-293-SNCA-luc viability, GF-AFC fluorescence, 24 h. Potency, µM (series often up to 57.1 µM), for inactives: at the top dose activity change, negative = cytotoxicity, hits mostly cytotoxic. hit rate 0.12% among 150,000. AID 1671193, 2021;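 note: potency is the fitted concentration of half-maximal effect; 0% = DMSO-treated cells and -100% = medium-only wells without cells; nearly all actives have a fitted effect of over 30% in size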
#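 HEK-293-SNCA-luc cells (1500/well) plated 24 h, then exposed 24 h to a dilution series; GF-AFC added 30 min at 37C, fluorescence 405/540 nm; normalised to medium-only and DMSO wells, Hill fit.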
# HEK cytotox: Cytotoxic Profiling in HEK 293 Cell Line of Diverse Libraries Using Quantitative High-Throughput Screening. HEK 293 viability, ATP luminescence (CellTiter-Glo), 48-72 h. Potency, µM (highest dose often 115 µM), for inactives: top-dose activity change, negative = cytotoxicity, hits mostly inhibitors. hit rate 6.6% among 94,000; note: potency is the fitted concentration of half-maximal effect; nearly all actives have a fitted effect of over 60% in size
#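 250 HEK 293 cells/well; compound by pintool; incubated 48 or 72 hr at 37 degree Celsius; CellTiter-Glo added, 10 min RT, luminescence imaged.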
# Luciferase inh: Firefly luciferase inhibition profiling of diverse chemical library using quantitative high-throughput screening; AID 1347043, 2019; purified P. pyralis luciferase, luminescence, biochemical; Potency, µM (doses to about 115 µM), for the others: at the top dose activity change, negative = inhibition, hits mostly inhibitors; Luciferin 4-monooxygenase (Photinus pyralis), P08659; hit rate 2.5% among 76,000; note: potency is the fitted concentration of half-maximal effect; nearly all actives have a fitted effect of over 65% in size
# Target sequence (P08659 whole entry, looked up): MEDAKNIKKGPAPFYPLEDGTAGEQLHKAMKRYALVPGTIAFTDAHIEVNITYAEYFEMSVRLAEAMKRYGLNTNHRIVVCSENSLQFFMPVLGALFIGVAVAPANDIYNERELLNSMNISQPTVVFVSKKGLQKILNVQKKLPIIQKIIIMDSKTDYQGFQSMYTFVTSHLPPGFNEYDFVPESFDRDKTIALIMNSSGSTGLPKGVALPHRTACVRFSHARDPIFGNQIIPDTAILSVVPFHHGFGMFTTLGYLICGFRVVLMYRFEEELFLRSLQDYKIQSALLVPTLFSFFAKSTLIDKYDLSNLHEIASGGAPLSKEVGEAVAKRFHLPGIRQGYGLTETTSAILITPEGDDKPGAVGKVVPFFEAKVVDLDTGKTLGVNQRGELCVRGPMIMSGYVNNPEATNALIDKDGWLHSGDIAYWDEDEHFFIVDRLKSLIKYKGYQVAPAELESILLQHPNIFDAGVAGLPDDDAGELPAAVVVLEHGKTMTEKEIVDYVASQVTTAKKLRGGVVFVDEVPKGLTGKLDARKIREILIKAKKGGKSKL
#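 Luminescence read by CCD imager after adding enzyme (10nM final) to wells holding compound, titrated in qHTS. Substrates 10uM each D-luciferin and ATP; buffer 50mM Tris acetate pH 7.5, 10mM Mg acetate, Tween-20, BSA.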
# SNCA expr inhib: Primary qHTS assay for inhibitors of alpha-synuclein gene (SNCA) expression; hit rate 0.17% among 140,000; Potency, µM (titrated, usually from 57.2 µM), for inactives: at the top dose activity change, negative = inhibition, usual class: inhibitors; HEK-293 SNCA-luciferase knock-in, luminescence, 24 h; AID 1671194, 2021;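 note: potency is the fitted concentration of half-maximal effect; plate controls were DMSO cells for no effect and cell-free wells for full effect; nearly all actives have a fitted effect of over 45% in size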
# GPT2 inh: Primary qHTS assay for inhibitors of Glutamate pyruvate transaminase 2 (GPT2) | Potency, µM (series often up to 57.7 µM), for inactives: at the highest dose activity change, negative = inhibition, actives largely listed as inhibitors | hit rate 0.25% among 100,000 | AID 1671188, 2021 | Recombinant GPT2, coupled pyruvate oxidase/HRP Amplex Red fluorescence; note: potency is the fitted concentration of half-maximal effect; nearly all actives have a fitted effect of over 60% in size; many of its hits are not listed in these tables
# Target sequence (Q8TD30 whole entry, looked up): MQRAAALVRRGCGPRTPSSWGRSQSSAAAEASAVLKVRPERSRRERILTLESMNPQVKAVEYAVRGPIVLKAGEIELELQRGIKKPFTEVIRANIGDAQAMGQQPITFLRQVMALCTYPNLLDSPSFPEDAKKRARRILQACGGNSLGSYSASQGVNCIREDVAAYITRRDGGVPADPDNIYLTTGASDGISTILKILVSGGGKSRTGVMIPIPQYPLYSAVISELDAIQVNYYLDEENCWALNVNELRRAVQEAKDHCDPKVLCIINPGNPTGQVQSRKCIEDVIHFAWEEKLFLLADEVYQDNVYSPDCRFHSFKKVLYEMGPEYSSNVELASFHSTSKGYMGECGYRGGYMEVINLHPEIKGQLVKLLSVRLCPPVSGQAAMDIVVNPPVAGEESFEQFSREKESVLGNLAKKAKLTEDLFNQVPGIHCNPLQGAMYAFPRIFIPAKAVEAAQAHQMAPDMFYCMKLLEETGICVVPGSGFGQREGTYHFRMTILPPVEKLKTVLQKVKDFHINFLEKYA
#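 Inhibition is scored from Amplex Red fluorescence generated when pyruvate oxidase and HRP act on pyruvate released by GPT2. Reactions contain 10ng/uL enzyme, 250uM a-KG and 2mM L-alanine and run 30 min at room temperature.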
# * marks the source's active call; other numbers are inactive results; i = inactive; ? = inconclusive; . = no result given; & = joins results of further samples; [ ] = remark or other dose. Unless noted, calls come from the whole dose curve; as a rule, active = well fitted curve in the direction sought with a large enough effect; inconclusive = small, poorly fitted or top-dose-only effect, or another doubt; inactive = no such curve, though single readings can be large; an effect the other way counts as inactive or inconclusive. Unless noted, % is set by controls: 0 for no effect and ±100 for the full control effect. Some of the compounds tested (hit frequency here may not be typical).
# Values in the order – GPT2 inh | SNCA expr inhib | Luciferase inh | HEK cytotox | 3T3 cytotox | HEK293 viab | IP6K1 inh
1	CCNC(=O)NCC1c2cc(OC)c(OC)cc2CCN1C(=O)Nc1ccc(C)cc1 (stereo not drawn)
 : i | -7% | -6% | -7% | -18% | 0% | -6
2	CC1=C[C@@H](CNC(=O)CCC(=O)O)[C@H](C(C)C)C[C@H]1Cc1nc2ccc(C)cc2[nH]1
 : i | -4%[87.6 µM] | 7%[172 µM] | 0%[172 µM] | -2%[174 µM] | -4%[87.6 µM] | -5
3	O=[S+]1([O-])NCC2(CCN(Cc3ccc(F)cc3)C2)Oc2ccncc21 (stereo not drawn)
 : i | 0% | . | 1% | 0% | 2% | 2
4	COc1cc(NC(=O)c2ccc3c(c2)N(C)C2CCCCN2C3=O)cc(OC)c1OC (stereo not drawn)
 : i | 10% | -17% | ? | 32µM* | 3%[12.5 µM] | -8
5	C[S+](=O)([O-])N1CCn2ncc(C(=O)NCc3ccc(Cl)nc3)c2C1
 : i | ? | . | i | 1% | -1% | 11
6	CC(=O)Nc1ccc(NC(=O)C2CCN(S(=O)(=O)c3ccc4c(c3)CCCC(=O)N4)CC2)cc1
 : . | 71%[activator] | . | . | . | 7% | -5
7	COc1ccc(C(=O)N2CCC(N3CC4CC(C3)[C@H]3CCCC(=O)N3C4)CC2)cc1F (stereo partly drawn)
 : i | 4% | 0% | 7% | 4% | -1% | 3
8	COc1ccc(NC(=O)C2=C(C)Nc3nc(SCc4ccccc4C)nn3C2c2ccc(Br)cc2)cc1 (stereo not drawn)
 : . | -15% | . | . | . | 12% | 3
9	Cn1ncc2c(C(=O)Nc3cccc(Cl)c3)cc(-c3cccc(F)c3)nc21
 : . | . | . | 35µM* | ? | . | -16
10	N#Cc1cccc(-c2cn3c(n2)N(C(=O)C2CCCO2)CCC3)c1 (stereo not drawn)
 : 2% | 22% | -22% | ? | i | 1% | -16
11	CN1CCCC2(C1)CN(C)c1ccc(C(=O)Nc3ccc(F)cc3)cc12 (stereo not drawn)
 : -6%[88.5 µM] | 6%[87.6 µM] | -17%[172 µM] | ? | ? | -14%[87.6 µM] | 1
12	Cn1nnnc1SCCNCc1ccccc1Cl
 : . | 47%[activator] | . | . | . | -5% | 17
13	CC(C(=O)Nc1ccccc1)n1nnc2sc3c(c2c1=O)CCCC3 (stereo not drawn)
 : . | -12% | . | . | . | 2% | 11
14	OC1(c2csc(CN3CCOCC3)n2)CCN(C2CCCC2)CC1
 : i | -24%[87.6 µM] | -12%[172 µM] | 1%[172 µM] | -18%[174 µM] | 5%[87.6 µM] | 3
15	COc1ccc(CNC(=O)CCC2N=C3c4ccccc4N=C(SCc4ccccc4F)N3C2=O)cc1 (stereo not drawn)
 : . | -16% | . | . | . | 6% | -21
16	COc1ccc(CCC(=O)N2CCC(Oc3ccc(-c4noc(C)n4)cc3)C2)cc1 (stereo not drawn)
 : i | 155%[activator] | 40µM* | ? | -24% | 5% | 5
17	CC(C)n1c(C2CCN(C(=O)CCc3nc4ccccc4s3)CC2)nn(C)c1=O
 : i | -3% | 0% | -11% | -15% | 5% | -7
18	Cc1cc(Nc2ccccc2O)nc(C)n1
 : . | 27% | . | . | . | 9% | -7
19	Cc1cccc(OCCc2noc(C3CN(S(=O)(=O)c4ccccc4)C3)n2)c1
 : -17% | 44%[activator] | 0% | ? | ? | 0% | 29
20	O=S(=O)(NCCc1csc2nc(-c3ccc(Cl)cc3)nn12)c1cccs1
 : . | 13% | . | . | . | -10% | -1

# Carrying on.
# Values in the order – GPT2 inh | SNCA expr inhib | Luciferase inh | HEK cytotox | 3T3 cytotox | HEK293 viab | IP6K1 inh
21	COCCCNc1nc2c(c(=O)[nH]c(=O)n2C)n1CC(O)COc1ccc(Cl)cc1 (stereo not drawn)
 : . | 22% | . | . | . | 2% | 2
22	CCN(c1ccccc1)S(=O)(=O)c1ccc2[nH]cc(C(=O)NCc3ccc(C)cc3)c(=O)c2c1
 : . | -12% | . | . | . | 10% | 14
23	COc1ccccc1Nc1ccnc(N2CCC[C@H]2C(=O)NC2CCCC2)n1
 : i | -7% | . | ? | -22% | -11% | 5
24	CCOc1ccc2nc(N3CCCC(C(=O)NCc4ccc(C)cc4)C3)sc2c1 (stereo not drawn)
 : . | 84%[activator] | . | . | . | 2% | -16
25	CCC1Oc2ccc(NC(=O)c3ccccc3OC(C)=O)cc2CN(Cc2ccccc2F)C1=O (stereo not drawn)
 : -21% | -16% | -7% | 25µM* | 14µM* | -27% | 0
26	CCN1CCN(c2ccc(NS(=O)(=O)c3c(C)nc4sccn4c3=O)cc2Cl)CC1
 : . | -23% | . | . | . | 0% | -11
27	COc1cccc(-c2cccc(C(=O)N3CCN(C(=O)C4CCCC4)CC3)c2)c1
 : -4% | 9% | . | ? | ? | 0%[12.5 µM] | 4
28	O=C(NCc1cccs1)c1cc(Br)cn2ccnc12
 : 0%[88.5 µM] | 95%&129%[activator][87.6 µM] | ? | ? | ? | 8%&18%[87.6 µM] | 1&3
29	CN(CCc1noc(C2CN(S(=O)(=O)c3cccnc3)C2)n1)C(=O)c1ccncc1
 : i | -21% | . | 4% | 0% | 5% | 10
30	CCOc1ccc(CNC(=O)C2CCN(S(=O)(=O)N3CCCCC3)CC2)cc1
 : . | 54%[activator] | . | . | . | 7% | 16
31	COc1cc(OC)c(CNC(=O)c2c(C)noc2-c2ccc(OC(F)(F)F)cc2)c(OC)c1
 : -11% | 2% | -3% | 40µM* | ? | -7% | -6
32	COc1ccc(-c2noc(C(=O)N3CCCC3)c2[C@H](C)O)cc1
 : 0%[88.5 µM] | 8%[87.6 µM] | -6%[172 µM] | -27%[172 µM] | ? | -14%[87.6 µM] | -13
33	Cc1noc2c(NCC3CCOCC3)cc(-c3ccc(F)cc3)nc12
 : ? | ? | -10%[172 µM] | ? | ? | -2%[87.6 µM] | -16
34	O=C(c1ccncc1)N1CCCC(c2noc(COc3ccccc3F)n2)C1 (stereo not drawn)
 : i | 32%[activator] | 4% | ? | -21% | -1% | 9
35	Cc1ccc(O)c(CN2CC[C@@H](c3ccc4ccccc4c3)[C@H](O)C2)n1
 : -7% | -23% | 10% | 45µM* | ? | 5% | 6
36	C=C1C2(CCC(=O)OC2(C)C)CC(OC(=O)/C(C)=C/C)C2(C)C13OC14C(=O)OC(C)(C(=O)C12C(=O)OC4C)C3OC(C)=O (stereo not drawn)
 : i | . | . | . | . | -21%[23.9 µM] | -9
37	O=S(=O)(c1ccc(F)cc1)N1CCC2(CC1)CC(N1CCOCC1)CCO2 (stereo not drawn)
 : i | 3% | -9% | -26% | -20% | 7% | 13
38	CN1C(=O)c2cccn2CC1CNC(=O)c1n[nH]c2ccccc12 (stereo not drawn)
 : 0% | 36%[activator] | -12% | -25% | -21% | 3% | -10
39	Cn1nc(C2CCN(C(=O)c3ccc(F)cc3)CC2)[nH]c1=O
 : 1%[88.5 µM] | -5%[87.6 µM] | -2%[172 µM] | -1%[172 µM] | -21%[138 µM] | 6%[87.6 µM] | 12
40	COc1ccc(C(=O)N2CC[C@H](CO)[C@H](NC(=O)C3CC3)C2)c(OC)n1
 : i | 62%[activator] | -22% | i | -12% | 0%[12.5 µM] | 15

# (cont.)
# Values in the order – GPT2 inh | SNCA expr inhib | Luciferase inh | HEK cytotox | 3T3 cytotox | HEK293 viab | IP6K1 inh
41	O=C(Cn1c(=O)n(Cc2ccco2)c(=O)c2sc3ccccc3c21)Nc1ccc(F)cc1F
 : . | 18% | . | . | . | -6% | -10
42	COc1cccc(C(=O)N2CCN(CCn3nc4n(c3=O)CCCC4)CC2)c1
 : . | . | . | 3% | 0% | . | -17
43	CC(=O)N1CCC(N2CC3(C2)C(=O)N(CCCN2CCCC2=O)C(=O)[C@@H]2C[C@@H](O)CN23)CC1
 : -21% | -12% | 2% | i | i | 4% | 5
44	C[C@H](NC(=O)OC(C)(C)C)c1nnc(SCc2c(F)cccc2Cl)o1
 : . | 17% | . | . | . | -15% | -3
45	COc1cccc(-c2nc(N3CCOCC3)cc3c2CN(Cc2ccccc2)C3=O)c1OC
 : -7% | -2% | -11% | ? | -22% | -2% | 8
46	N#Cc1ccc(CNC2(Cc3cc(COc4ccccc4)on3)COC2)cc1
 : i | 21%[87.6 µM] | -3%[172 µM] | -25%[172 µM] | -24%[138 µM] | -4%[87.6 µM] | 5
47	COc1ccc(C2(C(=O)N3C[C@@H](Oc4ccccc4)C[C@H]3C(=O)N3CCCC3)CC2)cc1
 : i | -5% | -2% | -22% | -17% | -17% | 5
48	O=C(c1ccc2c(c1)OCCO2)N1CCc2[nH]nc(-c3ccccc3F)c2C1
 : -10% | 32%[activator] | ? | ? | ? | -22% | 10
49	O=C(Cn1ccn(-c2ccc(F)c(F)c2)c(=O)c1=O)Nc1ccccc1F
 : . | -4% | . | . | . | -14% | 20

# An excerpt from above with just HEK293 viab:
cpd	SMILES	HEK293 viab
48	O=C(c1ccc2c(c1)OCCO2)N1CCc2[nH]nc(-c3ccccc3F)c2C1	-22%
49	O=C(Cn1ccn(-c2ccc(F)c(F)c2)c(=O)c1=O)Nc1ccccc1F	-14%

# In another format: results already given
No. | smiles | GPT2 inh | SNCA expr inhib | Luciferase inh | HEK cytotox | 3T3 cytotox | HEK293 viab | IP6K1 inh
35 | Cc1ccc(O)c(CN2CC[C@@H](c3ccc4ccccc4c3)[C@H](O)C2)n1 | -7% | -23% | 10% | 45µM* | ? | 5% | 6
36 | C=C1C2(CCC(=O)OC2(C)C)CC(OC(=O)/C(C)=C/C)C2(C)C13OC14C(=O)OC(C)(C(=O)C12C(=O)OC4C)C3OC(C)=O (stereo not drawn) | i | . | . | . | . | -21%[23.9 µM] | -9
37 | O=S(=O)(c1ccc(F)cc1)N1CCC2(CC1)CC(N1CCOCC1)CCO2 (stereo not drawn) | i | 3% | -9% | -26% | -20% | 7% | 13
38 | CN1C(=O)c2cccn2CC1CNC(=O)c1n[nH]c2ccccc12 (stereo not drawn) | 0% | 36%[activator] | -12% | -25% | -21% | 3% | -10
39 | Cn1nc(C2CCN(C(=O)c3ccc(F)cc3)CC2)[nH]c1=O | 1%[88.5 µM] | -5%[87.6 µM] | -2%[172 µM] | -1%[172 µM] | -21%[138 µM] | 6%[87.6 µM] | 12
40 | COc1ccc(C(=O)N2CC[C@H](CO)[C@H](NC(=O)C3CC3)C2)c(OC)n1 | i | 62%[activator] | -22% | i | -12% | 0%[12.5 µM] | 15
41 | O=C(Cn1c(=O)n(Cc2ccco2)c(=O)c2sc3ccccc3c21)Nc1ccc(F)cc1F | . | 18% | . | . | . | -6% | -10

# Source: PubChem BioAssay (National Center for Advancing Translational Sciences (NCATS))
